Assay outcomes deposited in PubChem BioAssay by National Center for Advancing Translational Sciences (NCATS).
USP1 inh: inhibitors of human USP1/UAF1 deubiquitinase | recombinant USP1/UAF1, Ub-Rhodamine cleavage fluorescence | Potency, µM (highest dose often 57.1 µM), without a hit: top-dose activity change, negative = inhibition, most hits filed as inhibitors | actives 0.23% (n = 390,000); note: potency is the fitted concentration of half-maximal effect; % is set by controls: 0 for no effect and ±100 for the full control effect; nearly all actives have a fitted effect of over 60% in size; inactives centre near -12
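High-throughput fluorogenic screen: 1nM USP1/UAF1 complex, Ub-Rho substrate 150nM final, 50mM HEPES pH 7.8 with 0.5mM EDTA, 0.1 mg/ml BSA, 1mM TCEP and 0.01% Tween-20.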
IDH1 R132H inh: inhibitors of human mutant IDH1 R132H. actives 0.093% (n = 390,000). IDH1-R132H enzyme, NADPH consumption, diaphorase/resazurin fluorescence. O75874. Potency, µM (series often up to 76.6 µM), inactives show top-dose activity change, negative = inhibition, actives largely listed as inhibitors; note: potency is the fitted concentration of half-maximal effect; % is set by controls: 0 for no effect and ±100 for the full control effect; nearly all actives have a fitted effect of over 65% in size
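IDH1-R132H (0.5 ug/mL) preincubated 30 min with compound, then NADPH (0.016 mM) and alpha-KG (2 mM) added; 80 min at RT, pH 7.5. Remaining NADPH coupled via diaphorase/resazurin to fluorescence (540/590 nm); concentration-response curves normalized to no-enzyme control.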
rTrxR1 inhibitor: inhibitors of rat thioredoxin reductase 1. recombinant rTrxR1, NADPH fluorescence consumption, selenite substrate. Potency, µM (doses to about 114 µM), for inactives: at the top dose activity change, negative = inhibition, actives largely listed as inhibitors. actives 1% (n = 390,000). AID 588453; note: potency is the fitted concentration of half-maximal effect; % is set by controls: 0 for no effect and ±100 for the full control effect; nearly all actives have a fitted effect of over 65% in size
Target sequence (O89049 whole entry, looked up): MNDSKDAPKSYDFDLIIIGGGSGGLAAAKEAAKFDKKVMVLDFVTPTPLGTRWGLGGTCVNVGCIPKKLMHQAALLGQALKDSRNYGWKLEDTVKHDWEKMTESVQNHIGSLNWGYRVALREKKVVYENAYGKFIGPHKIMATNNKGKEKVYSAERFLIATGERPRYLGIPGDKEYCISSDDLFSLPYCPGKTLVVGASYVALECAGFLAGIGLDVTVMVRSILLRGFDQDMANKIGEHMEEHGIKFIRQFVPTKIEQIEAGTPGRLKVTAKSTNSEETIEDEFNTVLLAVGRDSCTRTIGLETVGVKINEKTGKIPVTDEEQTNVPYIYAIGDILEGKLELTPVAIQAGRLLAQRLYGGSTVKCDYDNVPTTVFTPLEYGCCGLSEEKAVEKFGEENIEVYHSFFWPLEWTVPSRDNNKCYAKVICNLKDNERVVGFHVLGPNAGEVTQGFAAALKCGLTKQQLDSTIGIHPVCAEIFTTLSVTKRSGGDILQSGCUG
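Rat TrxR1 (90 nM in the dispensed reagent) was pre-reduced with 400 uM NADPH for 5 min at room temperature, then incubated with compound for 15 min. After 400 uM selenite was added, NADPH fluorescence (Ex 340/Em 450 nm) was followed for 8 min.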
GLS inhibitor: glutaminase GLS (human) inhibition; GLS enzymatic activity, qHTS titration; Potency, µM (highest dose often 45.5 µM), for the others: at the top dose activity change, negative = inhibition, hits mostly inhibitors; actives 0.21% (n = 410,000); O94925; note: potency is the fitted concentration of half-maximal effect; % is set by controls: 0 for no effect and ±100 for the full control effect
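Coupled fluorescence readout: glutamate oxidase/HRP/Amplex Red detect glutamate formed by hKGA from L-glutamine (1 mM solution added). Buffer 45 mM KH2PO4 pH 8.2, 0.02% Tween-20; reads at t0 and 30 min RT.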
TrxR1 substrate: substrates of rat thioredoxin reductase 1 | purified TrxR1 substrate turnover, NADPH consumption readout | Potency, µM (highest dose often 114 µM), for the others: top-dose activity change, negative = substrate turnover | actives 0.01% (n = 390,000) | AID 588456; note: potency is the fitted concentration of half-maximal effect; % is set by controls: 0 for no effect and ±100 for the full control effect; nearly all actives have a fitted effect of over 50% in size
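Rat TrxR1, dispensed at 90 nM, was prereduced with 400 uM NADPH (final) for 5 min at ~22 deg C, then incubated with compound 15 min before 400 uM selenite. A first-read NADPH fluorescence drop versus no-compound background flagged substrates.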
HP1b binding inh: inhibitors of HP1-beta chromodomain binding to methylated histone tails; P83916; actives 0.56% (n = 390,000); Potency, µM (doses to about 114 µM), for inactives: at the top dose activity change, negative = inhibition, usual class: inhibitors; AID 540317; AlphaScreen HP1-beta / biotin-H3K9me3 peptide binding; note: potency is the fitted concentration of half-maximal effect; nearly all actives have a fitted effect of over 70% in size; inactives centre near 23
Target sequence (P83916 whole entry, looked up): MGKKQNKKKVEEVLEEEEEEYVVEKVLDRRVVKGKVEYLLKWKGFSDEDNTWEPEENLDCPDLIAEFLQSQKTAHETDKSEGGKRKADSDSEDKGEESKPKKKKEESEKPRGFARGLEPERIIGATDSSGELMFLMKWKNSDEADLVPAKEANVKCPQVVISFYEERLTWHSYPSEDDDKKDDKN
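AlphaScreen: HP1-beta (50 nM) preformed 30 min with biotin-H3(1-18)K9me3 peptide (50 nM) in PBS pH 7.4, 0.01% Tween-20. Compound added for 30 min at RT, then streptavidin donor/nickel chelate acceptor beads (10 ug/mL) for 30 min.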
PGK inhibitor: blocks T. brucei phosphoglycerate kinase. actives 0.043% (n = 380,000). PGK/GAPDH coupled, Kinase-Glo luminescence, 60 min. Potency, µM (series often up to 57.5 µM), without a hit: top-dose activity change, negative = inhibition, usual class: inhibitors. P07378; note: potency is the fitted concentration of half-maximal effect; % is set by controls: 0 for no effect and ±100 for the full control effect; nearly all actives have a fitted effect of over 60% in size
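Recombinant glycosomal PGK reaction used 1,3-bisphosphoglycerate generated in-well by GAPDH (100nM final) in 100mM TEA pH 7.6, 5mM MgCl2, 0.01% Tween-20. After 60 minutes at room temperature, ATP was read by Kinase-Glo Plus luminescence end-point.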
Pin1 inh: inhibitors of human Pin1; Q13526; Pin1 FP peptide displacement, HiFluor488, 10 min; Potency, µM (series often up to 115 µM), inactives show at the highest dose activity, negative = inhibition, hits mostly inhibitors; actives 0.009% (n = 390,000); AID 504891; active = well fitted inhibition curve with a large enough effect in the polarisation, with a control signal flat, not every such curve was filed as active; inconclusive = small, poorly fitted or top-dose-only effect, or effect the other way, or a change in a side signal; inactive = no such curve, though single readings can be large or run the other way; the % refers to the polarisation; note: potency is the fitted concentration of half-maximal effect; % is set by controls: 0 for no effect and ±100 for the full control effect
Target sequence (Q13526 whole entry, looked up): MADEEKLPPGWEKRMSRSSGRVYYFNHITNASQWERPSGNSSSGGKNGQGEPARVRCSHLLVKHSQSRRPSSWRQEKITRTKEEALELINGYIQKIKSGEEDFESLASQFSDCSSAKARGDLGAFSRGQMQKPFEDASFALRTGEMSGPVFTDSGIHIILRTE
PI4K2A inh: PI4K2A (human) kinase inhibition | Q9BTU6 | purified PI4K2A, ADP-Glo luminescence, 1 h; hits give low values | activity change, negative = inhibition, % at 76.9 µM | actives 0.13% (n = 420,000); in the data active = activity change below about -50%; inconclusive = mostly about -30% to -49%;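 note: -100% = wells without enzyme as full effect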
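In this quantitative HTS, ADP production by PI4K2A was quantified luminescently after 1 h at ambient temperature; 100 microM adenosine served as plate-quality control.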
Active calls of the source: *; i = inactive; ? = inconclusive; & = joins results of further samples; [ ] = another dose, or the depositor's remark. Unless noted, calls come from the whole dose curve; as a rule, active = well fitted curve in the direction sought with a large enough effect; inconclusive = small, poorly fitted or top-dose-only effect, or another doubt; inactive = no such curve, though single readings can be large; an effect the other way counts as inactive or inconclusive.

SMILES | USP1 inh | IDH1 R132H inh | rTrxR1 inhibitor | GLS inhibitor | TrxR1 substrate | HP1b binding inh | PGK inhibitor | Pin1 inh | PI4K2A inh
COc1ccc(Cl)cc1NC(=O)c1cn(C2CCCC2)c(=O)c2c1c1ccccc1n2C | -25.0% | 9.3% | 31.2% | -15.1% | 17.8% | 27.3% | 7.1% | 31.1%[activator] | -0.3
Nc1cccc(Cl)c1N1CCOCC1 | -4.3% | 8.5% | 7.6% | 40.2%[activator] | -8.3% | ? | -0.8% | -7.7% | 2.2
Cc1c(/C=N/NC(N)=O)c2ccccn2c1C(=O)c1ccncc1 | -15.3% | 6.2% | -19.6% | 12.5% | -3.5% | 4.1% | -6.3% | -3.8% | -10.1
Cc1ccc(NC(=O)COC(=O)CNC(=O)c2ccc(Br)cc2)c(C)c1 | -16.5% | 0.0% | 11.7% | -1.3% | 2.1% | 54.4%[activator] | -2.7% | -1.5% | 1.2
COc1cc(C(CC(=O)N2CCN(c3ccccc3)CC2)c2c(OC)cc(OC)c3ccc(=O)oc23)cc(OC)c1OC (centres undefined) | -14.0% | -7.8% | 11.3%&10.0% | 5.5% | 0.2%&-2.1% | -13.2%&-10.3% | 1.2% | 11.3%&3.0% | -0.7
COc1ccc(-c2c(N)nnc3c2[nH]c2ccccc23)cc1OC | 3.3% | 1.4% | 9.7%[57.1 µM] | -0.1% | 25.0% | 4.3% | 2.1% | ? | -7.2
COc1ccccc1NC(=S)N=Nc1c(O)[nH]c2ccc(Br)cc12 | -20.7% | -9.9% | 23.8% | -6.6% | -3.0% | 14.1% | i | 7.7% | -0.1
CC(C)(C)c1cc2ncnc(N3CCCCC3)c2s1 | -7.4% | 5.1% | 7.5%[57.1 µM] | -0.1% | 5.2%[57.1 µM] | 9.2% | -2.0% | -0.1% | 3.7
CCOC(=O)N/N=C(\C)c1ccccc1OC(F)F | -15.6% | 3.7% | 16.0% | -1.0% | 0.8% | 28.8% | 0.6% | 2.1% | 0.3
COc1ccc(/C=C/C(=O)O)cc1S(=O)(=O)NCc1ccccc1 | -6.8% | 12.7% | 21.3% | -0.8% | 0.6% | 24.8% | -0.5% | -8.9% | -4.4
O=C(c1cc(COc2c(F)cccc2F)on1)N1CCC(c2ccccc2Cl)C1 (centres undefined) | -12.0% | 0.7% | 8.5%[57.1 µM] | -1.8% | 1.1%[57.1 µM] | 74.3%[activator] | -4.6% | 1.0% | 4.0
C=CCn1c(NCc2ccccc2)nc2ccccc21 | 0.7% | -5.0% | -18.0% | 25.9% | -13.9% | 27.0% | 0.1% | 6.9% | 2.4
Cc1ccc(C(=O)NNC(=O)c2n[nH]c(=O)c3ccccc23)cc1C | -22.6% | 2.1% | 9.5% | 2.8% | 3.6% | 24.0%[57 µM] | -5.2% | -2.1% | 6.5
CCOC(=O)c1c2c(n(Cc3ccccc3)c1C)C(=O)C(=O)c1ccccc1-2 | 2.51µM* | 4.2% | -24.5%[57.1 µM] | -5.9% | -11.0%[11.4 µM] | 25.1µM* | -11.2% | 6.3% | ?
Cc1cc(C)cc(-n2ccnc2SCC(=O)Nc2nnc(C)s2)c1 | -20.4% | -9.9% | 16.3%[57.1 µM] | -3.2% | -1.0%[57.1 µM] | 23.8%[57 µM] | 0.5% | 0.5% | 3.1
CC(NC(=O)C(=O)NN=C1CCCCCCC1)c1ccccc1 (centres undefined) | 6.2% | 1.4% | -2.2% | 2.0% | -1.1% | 45.0%[activator] | 3.6% | -7.3% | -6.6
CCOC(=O)c1c(C)[nH]c(C(=O)OCc2ccccc2F)c1C | -27.5% | -4.7% | 12.9% | -9.6% | 1.6% | 15.2% | 3.0% | -1.2% | -1.1
COc1ccc(-c2cc(C(=O)Nc3c(C)n(C)n(-c4ccccc4)c3=O)c3ccccc3n2)c(OC)c1 | -17.5% | 3.9% | 5.7% | 4.2% | -6.7% | 14.9% | -6.4% | -3.0% | 32.1
O=C(c1ccccc1)N(Cc1nc2ccccc2c(=O)[nH]1)C1CCCCC1 | -10.2% | 0.0% | 18.4% | 6.3% | -0.5% | 23.4% | -0.1% | 2.4% | 1.7
O=C(c1ccc(Cl)c(Cl)c1)N1CCC(=O)N(C(COCc2cccc(Cl)c2)Cc2ccccc2)CC1 (centres undefined) | -26.1% | 14.4% | 7.8%[57.1 µM] | 2.3% | -5.2%[57.1 µM] | 76.8%[activator] | i | 22.6% | -2.8
Cc1ccccc1C(=O)NC1CCN(Cc2nnnn2Cc2ccc(F)cc2)CC1 | -12.6% | 1.6% | 24.7% | 7.8% | 8.3% | 33.7% | 0.3% | -2.4% | 0.5
CSc1ccc(CCNC(=O)C2CCCN(S(=O)(=O)N3CCOCC3)C2)cc1 (centres undefined) | -19.4% | 1.3% | 23.9% | 5.3% | 5.6% | 13.8%[57 µM] | -2.8% | -0.6% | 7.8
O=C(COC(=O)c1ccccc1NCc1ccco1)Nc1ccc2c(c1)OCO2 | -8.3% | -6.2% | 20.3%[57.1 µM] | -1.1% | 53.1%[activator][57.1 µM] | 6.5% | -7.1% | -1.2% | 3.6
CCc1cc(C(=O)N2CCN(C(=O)c3ccco3)CC2)sc1C | -3.1% | 1.3% | -14.3% | -1.6% | 0.4% | 17.1% | 3.4% | -4.6% | -0.1
COCCn1c(SCC(=O)Nc2ccc3[nH]c(=O)[nH]c3c2)nc2ccccc2c1=O | -3.7% | -1.4% | 10.4% | 0.3% | -0.2% | 16.9% | i | -0.2% | 0.9
CCN(CC(=O)Nc1ccc(OC)cc1)C(=O)c1ccc2c(c1)NC(=O)C(C)S2 (centres undefined) | -14.6% | 7.6% | 0.2% | -2.0% | 0.7% | 29.2% | i | 7.6% | 0.3
Cn1c(SCC#N)nnc1-c1cccnc1 | -0.5% | 3.7% | 22.3%[57.1 µM] | -8.2% | 9.3%[57.1 µM] | 30.1% | -8.0% | -8.1% | 2.4
Cc1nc(C(=O)O)cc2c1[nH]c1ccccc12 | -15.1% | 6.6% | 48.2%[activator] | -2.7% | 572.4%[activator] | 67.0%[activator] | i | 0.5% | -9.0
COc1ccc(-c2csc(-c3[nH]cnc3N)n2)cc1 | -22.2% | -1.2% | 26.0%[57.1 µM] | -0.7% | 8.5%[57.1 µM] | 10.4% | -7.9% | 31.9%[activator] | -3.9
COCCn1c(C)cc(C(=O)CSc2nc(C)c(C)c(C)n2)c1C | -10.1% | 0.7% | 14.7%[57.1 µM] | 0.2% | 4.1% | -6.7% | -9.3% | 3.3% | 1.1
Cc1cc(Cl)ccc1OCCCC(=O)NCC1CCCO1 (centres undefined) | -15.4% | 15.7% | -4.3% | -8.8% | -3.2% | 42.2%[activator] | -7.8% | 11.1% | -1.2
COc1ccc(N(C)C(=O)Nc2ccc3c(c2)nnn3C)cc1 | -8.5% | 1.1% | 20.1% | -0.7% | 18.1% | 20.3% | -7.5% | -2.8% | -4.1
O=C(CCCN1C(=O)/C(=C/c2ccccc2)SC1=S)N1CCOCC1 | -16.2% | 7.4% | 21.5%[57.1 µM] | -14.7% | -9.0% | ? | -3.4% | 1.5% | 0.1
O=C(Nc1cccc2cccnc12)c1ccccc1Cl | -25.6% | 5.4% | 11.7%[57.1 µM] | 5.4% | 5.1%[57.1 µM] | 63.1%[activator] | 4.2% | 1.5% | -0.7
CCc1noc(C)c1C(=O)OC(C)C(=O)c1c(C)[nH]c2ccccc12 (centres undefined) | -15.6% | 9.8% | 5.0% | -1.4% | -7.5% | 26.3% | -0.7% | 0.4% | -1.1
NC(=O)C1CCN(C(=O)c2cc(-c3ccc(Cl)s3)nc3ccccc23)CC1 | -5.4% | -2.5% | -13.7% | -0.3% | 101.7%[activator] | 41.4%[activator] | 2.6% | 1.2% | -5.7
CCCCc1ccc(NC(=O)CC(C)C)cc1 | ? | 6.3% | 5.5%[57.1 µM] | 7.8% | 2.5%[57.1 µM] | 36.7%[activator] | 4.1% | -3.2% | -2.1
O=C(CCc1nnc(-c2ccc3c(c2)OCO3)o1)N1CCC(c2ccc(F)cc2)C1 (centres undefined) | -15.9% | 0.0% | 14.7% | -4.9% | 7.7% | 36.2% | i | 0.0% | 0.9
CCN(CC(=O)Nc1c(F)cccc1F)C(=O)C1CC(=O)N(c2ccc3c(c2)OCCO3)C1 (centres undefined) | -8.8% | 1.4% | 1.1% | 2.8% | -2.6% | 8.8% | -6.7% | -5.4% | 1.8
Cc1ccc(N2CC(O)Cn3c2nc2c3c(=O)n(C)c(=O)n2C)cc1 (centres undefined) | 0.1% | -8.7% | -4.4% | 2.4% | -5.7% | 31.4% | 4.9% | -0.6% | 4.4
OCCCn1c(CCNc2nc(-c3ccc(F)cc3)cs2)nc2cc(C(F)(F)F)ccc21 | ? | 6.9% | 4.5% | -2.2% | -7.9% | 27.2% | -5.2% | 3.6% | -2.8
CCCn1c(N)c(C(=O)CSc2ncc(C(F)(F)F)cc2Cl)c(=O)[nH]c1=O | -3.5% | -4.0% | 14.4%[57.1 µM] | -1.2% | -0.4%[57.1 µM] | 23.0% | 6.0% | 27.8% | 4.6
COc1ccc(-c2cnc(SCCNC(=O)c3ccc4c(c3)OCO4)[nH]2)cc1 | -10.3% | -2.5% | 15.9% | 9.0% | 5.7% | -8.6% | 9.2% | ? | -0.1

This is a subset; count on the stated rates, not on these rows.
